Screening data: PubChem, several laboratories
PAD4 FP inh: blocks human protein arginine deiminase 4 | inhibition, % at 6.36 µM | recombinant PAD4, RCA probe fluorescence polarization | hit rate 0.41% among 330,000 | Q9UM07;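 active means percent inhibition above a cutoff equal to the mean of all tested compounds plus 3 SD, cut at about 15% in these data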;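 further: 0% = PAD4 with RCA probe and DMSO and 100% = probe without PAD4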
GLD-1 RNA inh: GLD-1-TGE RNA interaction inhibition (C. elegans); Q17339; purified GLD-1 + fluorescein TGE RNA, fluorescence polarization; inhibition, % at 5.96 µM; hit rate 0.44% among 320,000;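 active means percent inhibition above a per-plate cutoff, the plate mean of test compounds plus 3 SD, cut at about 30% in these data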;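 further: 0% = DMSO wells with GLD-1 and probe and 100% = wells lacking GLD-1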
Bcl-xL primary: blocks human Bcl-xL binding to Bim BH3 peptide. Q07817. GST-Bcl-xL / FITC-Bim BH3 peptide fluorescence polarization. inhibition, % at 10.9 µM. hit rate 0.7% among 320,000;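 active means inhibition above the mean of all tested compounds plus 3 SD, cutoff set per campaign, cut at about 30% in these data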;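 further: 0% = DMSO wells and 100% = unlabeled Bim-BH3 peptide competitor; inhibitors lower millipolarization by displacing the labeled peptide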
Target sequence (Q07817 whole entry, looked up): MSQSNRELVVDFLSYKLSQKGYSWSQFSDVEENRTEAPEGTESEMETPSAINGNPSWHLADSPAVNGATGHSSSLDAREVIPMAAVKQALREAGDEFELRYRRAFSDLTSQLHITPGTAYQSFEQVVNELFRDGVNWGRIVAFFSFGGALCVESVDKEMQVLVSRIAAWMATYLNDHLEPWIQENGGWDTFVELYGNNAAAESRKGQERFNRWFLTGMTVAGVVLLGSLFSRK
Fam108B counter: counter-screen for RBBP9 inhibitors: inhibitors of mouse Fam108B | recombinant Fam108B, FP-Rh probe fluorescence polarization | hit rate 0.33% among 300,000 | inhibition, % at 9.51 µM | AID 1947;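 active means inhibition above the screen mean inhibition plus 3 SD, computed separately per campaign, cut at about 18% in these data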;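 further: inhibitors lower polarization as less probe binds the enzyme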
TPT1 inh: C. albicans TPT1 enzyme inhibition; recombinant caTPT1, FP RNA substrate dephosphorylation; hit rate 0.81% among 300,000; inhibition, % at 5 µM; AID 1962;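 active means inhibition above the mean of all tested compounds plus 3 SD, set per screening campaign, cut at about 24% in these data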;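 further: plate controls were DMSO alone for no effect and ferristatin control at 100 nM for full effect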
MEX-5 binding: C. elegans MEX-5 TCR-2 RNA binding activity. Q9XUB2. MEX-5/FITC-TCR2 RNA binding, fluorescence polarization; stronger effect = lower value. hit rate 0.38% among 300,000. activity score (negative = inhibition of binding), % at 10 µM;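 active means inhibition past about -25% in most replicates, and total fluorescence under double the plate's negative control median, limit read from the data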;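 further: 0% = DMSO and -100% = 5 µM competing unlabeled TCR2 RNA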
MCL1-BIM inh: disrupts human MCL1 binding to BIM-BH3 peptide | Q07820 | GST-MCL1 / FITC-Bim-BH3 fluorescence polarization | inhibition, % at 10.9 µM | hit rate 0.68% among 320,000 | AID 2057;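 active means inhibition above the mean inhibition of all tested compounds plus 3 SD, set per campaign, cut at about 40% in these data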;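 further: 0% = DMSO wells and 100% = unlabeled Bim-BH3 peptide control; higher means more loss of mP so more displacement of Bim peptide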
Target sequence (Q07820 whole entry, looked up): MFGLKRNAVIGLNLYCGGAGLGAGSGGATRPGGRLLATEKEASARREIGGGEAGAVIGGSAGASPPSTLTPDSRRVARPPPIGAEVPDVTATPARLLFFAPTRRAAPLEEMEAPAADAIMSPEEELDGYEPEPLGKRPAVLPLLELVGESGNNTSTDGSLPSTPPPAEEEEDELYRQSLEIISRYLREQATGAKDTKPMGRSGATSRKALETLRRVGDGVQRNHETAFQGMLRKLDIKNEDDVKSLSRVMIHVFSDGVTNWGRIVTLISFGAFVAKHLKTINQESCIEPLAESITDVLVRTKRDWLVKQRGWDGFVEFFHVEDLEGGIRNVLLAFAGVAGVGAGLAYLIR
PME-1 primary: PME-1 (human) inhibition. Q9Y570. recombinant PME-1, FP-Rh probe fluorescence polarization. inhibition, % at 5.9 µM. hit rate 0.53% among 320,000;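 active means inhibition above the campaign mean of all compounds plus 3 SD, cut at about 26% in these data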;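 further: competitive labeling of PME-1 active site by serine hydrolase directed probe; 0% = PME-1 with DMSO and 100% = wells lacking PME-1 enzyme; inhibitors block probe labeling so polarization falls and inhibition rises; many of its hits are not listed in these tables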
Target sequence (Q9Y570 whole entry, looked up): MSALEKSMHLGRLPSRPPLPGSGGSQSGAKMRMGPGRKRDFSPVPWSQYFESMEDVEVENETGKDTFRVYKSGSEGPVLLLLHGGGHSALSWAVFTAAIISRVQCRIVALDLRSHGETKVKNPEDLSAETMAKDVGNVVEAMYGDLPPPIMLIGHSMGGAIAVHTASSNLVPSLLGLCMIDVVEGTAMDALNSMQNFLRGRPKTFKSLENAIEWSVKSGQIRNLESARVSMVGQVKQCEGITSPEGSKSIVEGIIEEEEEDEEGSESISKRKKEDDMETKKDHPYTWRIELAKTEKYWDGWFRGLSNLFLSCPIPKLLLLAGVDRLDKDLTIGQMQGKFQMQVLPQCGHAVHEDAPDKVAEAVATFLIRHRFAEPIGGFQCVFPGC
GSTO1 inh: counter-screen for RBBP9 inhibitors: inhibitors of human GSTO1; hit rate 1.1% among 300,000; AID 1974; inhibition, % at 5.96 µM; P78417; recombinant GSTO1, activity-based probe fluorescence polarization;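 active means inhibition above the campaign mean inhibition plus 3 SD, cut at about 35% in these data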;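 further: 0% = GSTO1-1 with DMSO and 100% = wells lacking GSTO1-1 enzyme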
Starred values were filed as active, the others as inactive; nt = not tested or not shown. An excerpt; rates above refer to the full screens.

Every second line gives: PAD4 FP inh	GLD-1 RNA inh	Bcl-xL primary	Fam108B counter	TPT1 inh	MEX-5 binding	MCL1-BIM inh	PME-1 primary	GSTO1 inh
Cc1nn2c(nc(N3CCCCC3)c3ccccc32)c1C=O
  -2	0	5	1	-2	2.5	9	-1	-5
C=C(C)C(=O)OCCCCCCOc1ccc(C(=O)O)cc1
  0	-3	-2	-4	1	0.4	17	-6	2
O=C(CCS(=O)(=O)c1ccc(Br)cc1)N1CCN(c2ccccc2Cl)CC1
  -3	-5	0	1	-1	-0.7	5	6	2
CCC1CCCCN1c1cc(C)nc2cc(-c3cccc(C)c3)nn12 (configuration not stated)
  -4	-13	-3	-3	-2	2.4	-8	-3	-5
O=C(Cn1c(=O)c2cccn2c2ccccc21)NCc1cccc(F)c1
  -2	3	-1	-3	-1	2.3	-6	-7	2
CCCc1nc(SCC(=O)Nc2nc3c(s2)CCCC3)c2ccccc2n1
  6	-3	3	2	-1	-1.5	3	3	1
Clc1ccccc1-c1nc(-c2ccc(Br)o2)no1
  -3	-6	1	1	1	-0.8	-1	-5	2
C#CCOCCOCCOCCNc1nc(N2CCN(C(=O)C([C@@H](C)CC)n3cc(C(N)CC(C)C)nn3)CC2)nc(N2CCN(C(=O)[C@H](CCC(=O)O)n3cc(C(N)Cc4ccc(O)cc4)nn3)CC2)n1 (some centres not stated)
  2	-7	0	-1	-2	2.7	1	6	-1
CSCCC(NC(=O)COc1ccccc1)C(=O)N1CCN(c2ccccc2)CC1 (configuration not stated)
  0	5	-1	nt	nt	nt	-3	-1	nt
S=c1nc2c(n[nH]1)c1ccccc1n2CCc1ccccc1
  5	7	21	2	-4	1.2	23	-1	-1
Cc1ccc(C)c(Cn2nnc3c(=O)[nH]c(C4CCCN(C(=O)CC(C)C)C4)nc32)c1 (configuration not stated)
  -4	3	-2	2	1	1.1	-7	2	3
O=C(OCc1nnc(-c2ccc(Cl)cc2)o1)c1ccc(=O)n(Cc2ccccc2)n1
  3	0	-2	2	1	3.0	2	0	2
COc1ccc([N+](=O)[O-])cc1NC(C)C
  -3	-3	-3	-1	2	2.2	0	-3	2
CCSc1nc2[nH]ncc2c(=O)[nH]1
  -2	-1	0	1	-3	-0.3	2	1	1
Cc1c(O)ccc(/C(Cc2ccc3ccccc3n2)=N\N)c1O
  1	-23	-21	3	29*	7.5	-32	2	1
CN(C)c1ccc(-n2cccc2/C=N/n2cnnc2)cc1
  -1	-7	6	-1	2	1.2	8	-7	3
O=C(NCCCn1ccnc1)C(=O)NCC1OCCCN1S(=O)(=O)c1ccccc1 (configuration not stated)
  -1	7	-3	0	0	-0.3	3	-2	8
CCOC(=O)c1cccc(NC(=O)CSc2nnc(C)n2CC2CCCO2)c1 (configuration not stated)
  2	1	7	-1	-4	2.2	8	1	4
O=c1cc(-c2ccccc2)nc(N2CCN(Cc3ccccc3)CC2)[nH]1
  0	-8	-2	-2	-2	2.6	5	2	-6
Cn1c(=O)c2[nH]c(CN(Cc3ccccc3)Cc3ccccc3)nc2n(C)c1=O
  -12	34*	-4	-2	1	1.0	-2	-6	4
CCn1c(SCC(=O)Nc2sc(C)c(C)c2C#N)nnc1C1CC1
  -3	4	6	1	-3	0.7	8	8	6
COc1ccc(CNS(=O)(=O)c2ccc(-c3cc(C)no3)cc2)cc1
  -6	6	3	-1	3	-1.4	3	3	0
CCOC(=O)N1CCN(S(=O)(=O)c2cc(Cl)ccc2Cl)CC1
  -2	-2	4	-1	3	1.6	4	10	4
CCc1nnc(NC(=O)c2ccc(-c3ccccc3Cl)o2)s1
  2	9	2	-4	-7	-3.8	5	7	1
O=C(CNC(=O)c1cccs1)NCC(=O)OCC(=O)c1ccccc1
  -5	-8	-5	1	0	0.0	-3	1	6
COc1cccc(NC(=O)Nc2cc(C)ccc2OC)c1
  -6	1	4	2	-4	0.4	-1	7	6
O=C(Cn1ncc2c([nH]c3ccccc32)c1=O)N1CCN(c2ccccc2F)CC1
  -2	4	3	6	5	-1.5	-2	8	1
Cn1c(-c2ccc3ccccc3n2)nc2cnccc21
  -4	14	12	-2	-4	-0.6	10	2	5
O=C(c1ccco1)N1CCCSC1=Nc1ccccc1
  1	-4	4	-1	0	2.8	-2	-3	0
O=C(OCc1ccccc1)c1cccc(-c2nnc(-c3ccccc3)o2)c1
  -1	-4	3	-13	0	-0.5	4	-16	-5
COC(=O)c1nn(-c2ccccc2)ccc1=O
  -2	0	3	-1	-4	0.3	0	0	-11
CCN(Cc1ccccc1)C(=O)CCS(=O)(=O)c1cc2c(cc1Cl)NC(=O)CO2
  -1	-5	1	0	1	-1.4	6	6	0
CC(=O)c1ccc(S(=O)(=O)NC2CCCCCCC2)cc1
  5	7	1	5	-1	-3.3	7	-8	32
CC(C)CC(NC(N)=O)C(=O)OCC(=O)NC(=O)NC1CCCC1 (configuration not stated)
  -5	4	4	0	-1	-0.7	4	0	3
CCOC(=O)N1CCN(C(=O)C(=O)Nc2ccc3nc4n(c(=O)c3c2)CCCCC4)CC1
  2	-2	3	-2	2	4.5	3	3	2
COC(=O)C(C(=O)OC)C(C)C(C(=O)OC)C(=O)OC
  -5	6	1	-1	3	1.6	5	-5	-2
COc1ccc(-c2ccncc2)cc1OC
  -2	7	3	-4	-2	-4.3	10	5	5
O=C(Nc1ncc2c(n1)CC(c1ccco1)CC2=O)c1ccc(Cl)cc1 (configuration not stated)
  -1	6	-3	0	-7	0.0	-1	1	9
CC(C)=CCN1CCN(Cc2ccc(N3CCNC3=O)cc2)CC1CCO (configuration not stated)
  -3	-1	2	-1	1	-1.0	-2	-6	-7
O=C(CSc1ncn[nH]1)Nc1ccc2c(c1)OCCO2
  -1	6	6	1	-1	-2.0	5	4	-11
O=C(Cn1c(-c2cncs2)nc2ccccc21)NCc1ccccc1
  -1	3	12	2	-6	1.3	-2	-2	6
CCSc1nnc(NC(=O)c2cc(OC)c(OC)c(OC)c2)s1
  -8	-11	2	1	3	0.2	-1	-1	-20
O=C(NC(=S)N1CCCCC1c1cccnc1)c1ccc(Br)cc1 (configuration not stated)
  -2	-2	5	4	-2	-3.1	2	-4	-3
CCOc1cc(C(=O)NCc2ccc(-c3nc4ccccc4o3)cc2)cc(OCC)c1OCC
  -7	11	-1	7	4	-0.2	-1	0	2
CN(Cc1ccc(C(F)(F)F)cc1)C(=O)c1ccc2ccccc2n1
  0	-2	-2	3	2	-1.3	-6	-1	5
CCN(CC)CCCNC(=S)N(Cc1ccco1)Cc1cc2cc3c(cc2[nH]c1=O)OCCO3
  -7	-8	-5	-3	1	11	-1	-2	-2
Cc1cc(C(=O)NCC(=O)OCC(=O)N2CCCCCC2)ccc1[N+](=O)[O-]
  -4	1	-1	1	-2	0.5	3	-2	-1
O=C(CSc1nnc(-c2ccc(O)cc2)n1Cc1ccco1)c1ccccc1
  -1	5	3	0	-4	0.5	1	2	1
CC(=O)Nc1ccc(Sc2ccccc2C(=O)O)c(C(=O)O)c1
  -3	2	7	2	1	nt	4	1	-7
CN(C)S(=O)(=O)c1cc(NC(=O)CN2CCN(c3ccccc3O)CC2)ccc1Cl
  8	-2	6	2	1	nt	1	7	7

Other structures.
Every second line gives: PAD4 FP inh	GLD-1 RNA inh	Bcl-xL primary	Fam108B counter	TPT1 inh	MEX-5 binding	MCL1-BIM inh	PME-1 primary	GSTO1 inh
O=C(CCCC(=O)NCc1ccccc1)NCc1ccccc1
  2	3	5	4	2	-0.3	9	4	7
Cc1sc2nc(SCC(=O)NCc3ccco3)n(C)c(=O)c2c1C
  4	-6	7	-2	1	1.3	4	-2	-7
O=C(Nc1ccccc1C(F)(F)F)N1CCN(C(c2ccccc2)c2ccccc2)CC1
  5	1	-2	2	-5	2.2	5	3	3
COc1ccc(C(=O)OC(C)CN2CCN(C)CC2)cc1OC (configuration not stated)
  -2	-3	5	3	3	-2.4	0	0	-6
Nc1nc2c(c(=O)[nH]1)CN(Cc1ccccc1)CC2
  0	4	3	-1	2	0.2	-4	3	4
COc1ccc(NC(=O)c2c(SC)nsc2SC)cc1
  1	7	0	1	-2	1.2	6	8	-3
CCOc1ccc(Oc2ccc(S(=O)(=O)N3CCOCC3)cc2NC(=O)CCNC(C)=O)cc1
  -2	2	-9	1	-2	1.3	-12	0	-3
c1ccc(-c2nnc(CSc3ccc4c(c3)OCCO4)o2)cc1
  5	-2	4	5	-2	1.4	6	2	13
CCOc1cc(C)c(Cl)cc1S(=O)(=O)n1ccnc1
  -4	-8	0	-3	-4	-0.9	5	0	-2
Cc1cc(C)n2c(SCC(=O)Nc3ccccc3C#N)nnc2n1
  -1	1	5	nt	nt	nt	3	4	nt
Cc1c(/C=N/Nc2ccc([N+](=O)[O-])cn2)c2ccccc2n1Cc1ccccc1
  3	-10	-11	3	8	-5.0	-24	-1	0
CCN(CC)C(=O)Cn1cc(C(=O)C(=O)NCCc2ccccc2)c2ccccc21
  -4	-3	2	-1	2	1.9	5	-5	-5
O=C(NCCN1C(=O)S/C(=C\c2cccnc2)C1=O)c1ccc([N+](=O)[O-])s1
  -1	5	5	4	4	1.2	5	-3	0
COc1ccc(NC(=O)N2CCCC2C(=O)Nc2ccc(C)cc2)cc1 (configuration not stated)
  -2	-3	2	-1	-10	0.8	3	-7	1
Cc1ccc(/C=N/NC(=O)c2nnn(-c3nonc3N)c2CSc2ccccc2)o1
  2	8	8	-2	0	1.9	5	7	-3
COc1cc([N+](=O)[O-])ccc1NC(=O)NNC(=O)C(C)Oc1ccc(F)cc1F (configuration not stated)
  3	4	-1	0	0	1.9	6	4	2
CCc1ncc(C(O)c2cccc(OC)c2OC)n1C (configuration not stated)
  -2	0	1	3	2	0.1	8	-6	3
O=C(NC1CCCCC1)Oc1cccc2ccccc12
  -1	3	-1	-3	-4	0.9	-3	4	3
O=C(CN(Cc1ccccc1)S(=O)(=O)c1ccccc1)N/N=C/c1ccc2c(c1)OCO2
  -2	7	5	-3	1	-0.2	0	0	-7
O=[N+]([O-])c1ccccc1/C=C\C=N\N1CCN(c2ccccc2)CC1
  -5	7	1	1	-3	0.9	-6	-4	6
Oc1ccccc1/C=N/n1c(-c2cccs2)n[nH]c1=S
  6	2	-20	3	-2	0.2	-2	6	13
O=C(Nc1ccccc1)c1ccccc1N=Cc1ccccc1O
  0	4	3	4	0	0.7	5	0	3
COc1ccc(C(=O)NC2CCCCCC2)cc1OC1CCN(C(C)=O)CC1
  -1	-7	1	-4	-2	-0.6	-2	1	-1
Cc1ccc(-c2nn(C)c(=O)c3ccccc23)cc1CNC(=O)CSc1nc2ccccc2o1
  0	1	1	-3	1	1.8	-6	6	-2
COc1cc(NC(=O)c2ccccc2)ccc1NC(=O)Cc1ccccc1
  -1	1	8	0	0	2.0	2	4	0
CC(C)C(NC(=O)OC(C)(C)C)C(=O)NC(CCC(=O)OCc1ccccc1)C(N)=O (configuration not stated)
  -4	-5	3	-6	0	2.1	0	-1	11
Cc1cc(SCC(=O)c2cccc([N+](=O)[O-])c2)nc(=O)[nH]1
  2	1	17	10	2	-3.3	30	-1	20
Clc1ccccc1-c1ncnc2ccc(Br)cc12
  -3	9	1	-2	-6	-0.3	4	-7	-5
